Source: PubChem
TAAR1 antagonist – antagonists of human TAAR1; CHO RD-HGA16 TAAR1, Fluo-8 calcium fluorescence, antagonist; AID 624466; Q96RJ0; 1.5% of 360,000 active; inhibition, % at 3 µM;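 active = inhibition above a per-plate cutoff, the mean inhibition of test compounds on that plate plus 3 SD, cut at about 49% in these data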;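 also: 0% = DMSO plus EC80 beta-PEA response and 100% = DMSO alone without agonist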
Target sequence (Q96RJ0 whole entry, looked up): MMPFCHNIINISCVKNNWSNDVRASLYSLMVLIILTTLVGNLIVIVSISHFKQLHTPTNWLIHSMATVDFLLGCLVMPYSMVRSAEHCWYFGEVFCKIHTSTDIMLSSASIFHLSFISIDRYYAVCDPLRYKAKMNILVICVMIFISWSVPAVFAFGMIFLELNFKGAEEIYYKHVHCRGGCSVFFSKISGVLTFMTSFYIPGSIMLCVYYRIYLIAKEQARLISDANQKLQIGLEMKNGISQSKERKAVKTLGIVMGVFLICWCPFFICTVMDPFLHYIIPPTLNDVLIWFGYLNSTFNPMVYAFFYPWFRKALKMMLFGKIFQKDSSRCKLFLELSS
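System: CHO RD-HGA16 cells bearing hTAAR1. Reagent: EC80 β-phenethylamine stimulus. Schedule: seeding 17-24 h prior, 75-min 37 °C, 30-min RT dye loading. Signal: Fluo-8 intracellular calcium dye fluorescence, real-time kinetic reads. Read-out: % inhibition from peak post-agonist over basal fluorescence ratio. Benchmarks: vehicle wells and EC80 agonist wells. Replicates: n of 1.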
CHO parental Ca – counter-screen for OX1R antagonists: effect in parental CHO cells | inhibition, % at 5.6 µM | 0.63% of 330,000 active | parental CHO-K1, ATP-induced calcium, Fluo-8 fluorescence;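 active = inhibition above that plate's mean sample inhibition plus 3 SD, cut at about 26% in these data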;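 also: 0% = ATP-challenged DMSO wells and 100% = DMSO wells without ATP; some compounds past the cut are filed as inactive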
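Test system: untransfected parental CHO cell line. Compound: one dose, 5.6 µM nominal. Detection: intracellular calcium via Fluo-8 no-wash fluorescent dye. Measure: % inhibition. Benchmarks: ATP-challenged DMSO wells low, unchallenged DMSO wells high.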
CHO-K1 Ca ag – counter-screen for M1 agonists: effect in parental CHO-K1 cells; Fluo-8 calcium fluorescence; scaled to maximal ATP response, vehicle zero; activation, % at 3 µM; 0.48% of 360,000 active; in the data active = activation above about 15%;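 also: untransfected CHO-K1 host cells lacking M1 receptor as counterscreen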
CHO-K1 Ca antag – counter-screen for M1 antagonists: effect in parental CHO-K1 cells | AID 602250 | ATP-induced calcium, Fluo-8 fluorescence | inhibition, % at 3 µM | 0.6% of 360,000 active;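 active = inhibition above a per-plate cutoff, the plate's mean sample inhibition plus 3 SD, cut at about 24% in these data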;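 also: 0% = DMSO plus EC80 ATP and 100% = DMSO alone without ATP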
M1 PAM parental – counter-screen for M1 PAMs: effect in parental CHO-K1 cells; ATP EC20, Fluo-8 calcium fluorescence; 0% at ATP EC20, 100% at ATP max; 0.02% of 360,000 active; activation, % at 3 µM;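 active = activation above the run cutoff, the mean activation of all test compounds plus 3 SD, cut at about 40% in these data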;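 also: peak over basal fluorescence ratio in a 140 s read after ATP addition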
OXTR potentiate – potentiators of human oxytocin receptor; P30559; CHO-OTR cells, Fluo-8 calcium fluorescence, potentiator mode; 0% = oxytocin EC15, 100% = EC100; activation, % at 3 µM; 0.061% of 320,000 active; AID 2445;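 active = activation above that plate's cutoff, the mean activation of tested compounds plus 3 SD, cut at about 6.6% in these data, passing the limit was not always enough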;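 also: 100% uses oxytocin at 75 nM as the full agonist control; some results filed as inactive read as strong as hits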
Target sequence (P30559 whole entry, looked up): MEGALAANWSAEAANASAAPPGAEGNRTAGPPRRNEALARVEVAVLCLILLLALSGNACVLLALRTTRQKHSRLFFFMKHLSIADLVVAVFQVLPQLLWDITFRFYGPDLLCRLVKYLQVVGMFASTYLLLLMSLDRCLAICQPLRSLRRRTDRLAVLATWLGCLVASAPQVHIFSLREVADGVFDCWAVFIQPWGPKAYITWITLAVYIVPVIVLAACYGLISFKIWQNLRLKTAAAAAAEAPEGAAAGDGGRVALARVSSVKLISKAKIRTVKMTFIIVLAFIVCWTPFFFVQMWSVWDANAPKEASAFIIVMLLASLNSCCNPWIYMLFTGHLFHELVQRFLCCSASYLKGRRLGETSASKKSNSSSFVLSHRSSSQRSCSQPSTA
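Assay system: CHO cell line stably expressing human OTR. Reagent: EC15 oxytocin agonist. Dosing: single dose, 3.0 µM nominal final compound concentration. Timing: compound 6 min at room temperature before oxytocin, 100 s read. Signal: kinetic Fluo-8 calcium fluorescence. Controls: oxytocin EC15 low and EC100 high.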
CHRM1 antagonist – human CHRM1 antagonism | CHO-K1 hM1, Fluo-8 calcium fluorescence, ACh EC80 antagonist | inhibition, % at 3 µM | 1.3% of 360,000 active | AID 588852;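 active = percent inhibition above its own plate's cutoff, namely the mean of that plate's compound wells plus 3 SD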;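 also: peak over basal fluorescence ratio during 140 s after agonist addition; 0% = ACh EC80 plus DMSO and 100% = DMSO alone without agonist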
TAAR1 agonist – agonists of human TAAR1; 0.99% of 360,000 active; CHO RD-HGA16 TAAR1, Fluo-8 calcium fluorescence; vehicle wells 0%, saturating PEA agonist 100%; Q96RJ0; activation, % at 3 µM;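 active = activation above the mean activation of all test compounds in the run plus 3 SD, cut at about 38% in these data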
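Test system: RD-HGA16 (CHO) cells co-expressing Gα16 and hTAAR1 / Benchmarks: DMSO vehicle as 0%, PEA at EC100 as 100% / Repeats: no replicates (n 1) / Measure: % activation from peak over basal fluorescence ratio, DMSO-to-PEA scaled / Timing: 17-24 h plating, Fluo-8 75 min 37 °C, 30 min RT / Technique: kinetic Fluo-8 calcium fluorescence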
CHRM1 agonist – agonists of human M1 muscarinic receptor; P11229; CHO-K1 hM1, Fluo-8 calcium fluorescence, agonist mode; 0% DMSO, 100% acetylcholine EC100; activation, % at 3 µM; 0.33% of 360,000 active;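 active = activation above the run's mean compound activation plus 3 SD, cut at about 16% in these data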;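 also: peak over basal fluorescence ratio within a 140 s kinetic read after compound addition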
An asterisk follows results filed as active; x = no result given.

SMILES	TAAR1 antagonist	CHO parental Ca	CHO-K1 Ca ag	CHO-K1 Ca antag	M1 PAM parental	OXTR potentiate	CHRM1 antagonist	TAAR1 agonist	CHRM1 agonist
COc1ccc2c(c1)C(C)=CC(C)(C)N2S(=O)(=O)c1ccc(NC(C)=O)cc1	28	4	6.8	8	9	-7	1	15	2
CCn1ncc(C2C(C(=O)Nc3ccc(C)cn3)=C(C)NC3=C2C(=O)CCC3)c1C (configuration not stated)	8	-15	0.2	-5	-6	-7	1	3	-5
Cc1ccc(S(=O)(=O)N2CCCc3ccccc32)cc1C	23	30*	0.8	-10	20	-2	17	3	-5
CSc1ccc(NC(=O)N2CCC(C(=O)c3ccc(F)cc3)CC2)cc1	8	-12	5.6	-10	-11	-13	4	0	-5
COCc1cc(SC2CCCCC2)nc(C)n1	-24	5	0.4	-12	20	-2	-2	1	0
Nc1c(-c2ccc(Cl)cc2)nnn1-c1ccccc1	-3	-19	-0.5	0	12	0	-2	6	-7
COc1cc2c(cc1OC)C(C)N(C(=O)CCNC(=O)c1ccccc1)CC2 (configuration not stated)	-2	-17	3.9	-12	24	-6	-1	0	0
O=C1OCC(Cn2c3ccccc3c3ccccc32)O1 (configuration not stated)	-10	-2	0.8	-4	17	-5	-3	3	-6
COc1ccc(CNC(=O)C2CCN(C(=O)[C@@H]3Cc4ccccc4CN3)CC2)cc1	-6	-16	0.2	2	12	-3	-1	0	-5
CNCCCOc1ccc(Cl)cc1C(C)(C)C	-3	-2	4.0	-10	25	-9	-1	22	-12
O=c1c(-c2cnn(-c3ccccc3)c2)coc2cc(O)ccc12	x	-14	0.7	-8	13	-5	-4	x	-3
O=C(/C=C/c1ccc(F)cc1)Nc1cc(S(=O)(=O)N2CCOCC2)ccc1N1CCOCC1	-13	x	0.0	0	9	x	-20	-1	-2
Cc1ccc(C)c(S(=O)(=O)N2CCNCC2)c1	-2	-10	0.4	-10	12	-6	-12	4	-4
O=C(COC(=O)c1cc(C(F)(F)F)cc(C(F)(F)F)c1)NCc1ccc(Cl)cc1	-7	-5	0.6	-13	17	1	5	4	-1
Cc1nc(CSc2nnc(C)s2)cs1	-3	-4	0.0	-2	21	-8	-9	1	-8
COc1ccc(C(=O)COC(=O)c2cnc(C)cn2)c(OC)c1	-17	-2	1.0	-2	5	-5	0	0	-2
COc1cc([C@@H]2CC=C(C(=O)O)[C@H](c3ccccc3)N2S(=O)(=O)c2ccc(C)cc2)cc(OC)c1OC	14	-4	-0.1	11	-2	-7	-2	0	-4
CCC(C)NC(=O)CS(=O)Cc1nc(-c2cccc(OC)c2)oc1C (configuration not stated)	-22	-9	0.6	-7	15	-4	-12	-1	-2
CCCCN1C(=O)C(C(=O)OCC)CC2=C1CCCC2=O (configuration not stated)	-5	x	0.2	-5	2	x	5	3	-2
Cc1ccc(C2(C)NC(=O)N(CC(=O)Nc3ccc4c(c3)CCC4)C2=O)cc1 (configuration not stated)	-2	-18	2.1	-2	-5	-13	-4	25	1
O=C(CN1CCCCC1)NCC(=O)Nc1ccc(F)c(F)c1F	-4	-9	0.0	-6	10	4	-4	8	-4
Cc1ccc(NC(=O)CSc2nc(N)cc(=O)[nH]2)cc1S(=O)(=O)N1CCCCCC1	-30	-8	0.2	1	-3	-5	-4	3	-4
O=C1c2ccc(-c3ccc(Cl)c(C(F)(F)F)c3)cc2S(=O)(=O)c2cccc(C(=O)N3CCN(c4ccc(Cl)cn4)CC3)c21	11	-11	0.7	-4	-15	-5	26	5	-3
COc1ccc(O)c(C(=O)c2cnn(C(=O)c3cccc(S(=O)(=O)N4CCOCC4)c3)c2)c1	-18	-7	-0.2	-2	6	-2	-3	7	-1
O=C(CNC(=O)c1cccs1)c1ccc(Br)cc1	2	2	2.1	-6	-5	-9	-14	-1	0
Cc1ccc(NC(=O)COC(=O)CNC(=O)c2ccco2)cc1	-13	10	1.5	-22	10	1	-2	5	-5
Cc1ccc(OCc2ccc(-c3ccccc3)cc2)c([N+](=O)[O-])n1	14	3	2.8	-13	10	-12	-6	4	-2
CCc1nc(NCc2ccccn2)c2oc3ccccc3c2n1	5	-10	5.6	-1	-4	-17	11	3	1
Cc1ccc(Cn2ccnc2C(=O)Nc2ccccc2)cc1	-1	-1	0.8	-1	9	-5	-6	3	-4
O=C1C=C(Nc2ccccc2C(=O)O)c2ccccc2C1=O	-14	-5	-0.1	-16	14	0	-25	1	0
COc1cc(NC(=O)C2CCCCC2)c(OC)cc1NC(=O)CCC(=O)NCc1ccco1	15	-15	0.3	12	-3	-4	-7	1	-6
COc1ccccc1NC(=O)COC(=O)Cc1ccc(S(=O)(=O)N2CCCCC2)s1	11	-11	2.1	-7	-4	-6	0	3	-7
Cc1ccc(COc2cccc3c2CCN(Cc2ccc(F)cc2)C3=O)cc1	7	-25	0.8	-1	3	-4	1	0	-5
COc1ccc(NC(=O)CNS(=O)(=O)c2ccc(Cl)cc2)cc1OC	-10	-3	0.7	14	-7	-7	14	1	-2
COc1ccc(OC)c(NC(=O)CS(=O)(=O)Cc2nc(-c3ccccc3C)oc2C)c1	-9	-20	1.0	-13	19	-2	-8	0	-1
COc1ccc(Nc2nc3c(C)cccc3cc2C#N)c(OC)c1	-6	-6	0.6	-3	6	-8	-6	3	-5
CC1(C)CC(=O)C=C(c2cccc(Cl)c2O)C1	-6	-3	0.3	-7	9	-2	-19	11	-2
COc1ccc(S(=O)(=O)N2C3CCC2CC(NC(=O)C2CC2)C3)cc1 (configuration not stated)	-6	-15	1.8	-13	30	-18	-4	21	-5
OC(CNc1ccnc2cc(Cl)ccc12)CNC1CCCCC1 (configuration not stated)	-13	x	-0.2	-9	12	x	-6	3	-9
CCNC(=S)NS(=O)(=O)c1ccc(CC)cc1	-6	-6	0.1	-8	16	-2	8	11	-3
C=CCNc1nc(-c2ccccc2)nc(-n2ccnc2)n1	24	-6	1.4	-18	29	-1	-10	46*	-7
CC(=O)N1CCC2(CC1)CC(=O)c1cc(OCC(=O)N3CCOCC3)ccc1O2	9	-8	1.2	-2	14	-1	-17	0	-2
Cc1ccc(-c2cc(C(=O)Nc3c(C)n(C)n(-c4ccccc4)c3=O)[nH]n2)c(O)c1C	2	-7	-0.7	-5	-10	2	-2	0	-6
O=C(NCC1CCCO1)c1cccc(S(=O)(=O)NCc2ccccc2)c1 (configuration not stated)	-32	-13	3.5	-6	14	6	-5	2	-2
COc1cc(/C=C2\SC(N3CCc4ccccc4C3)=NC2=O)cc(OC)c1OC	-14	-16	1.2	-4	16	-2	1	-3	-10
CCCCN(CCCNC(=O)CN1C(=O)COc2ccccc21)c1ccccc1	8	-16	1.1	0	1	-7	-2	3	-6
Cc1ccccc1-c1cccc([C@@H]2C[C@H]3[C@H](CON3C)CN2S(=O)(=O)c2ccccc2C)c1	22	x	1.6	-13	27	x	-3	3	-7
O=C(COC(=O)c1cc(Br)ccc1Cl)NC1CCCC1	-26	-3	1.4	-11	7	-3	-4	4	-3
CC1(C)Cc2cccc(OCC(=O)NCc3cccs3)c2O1	17	-15	1.2	2	7	-6	2	3	-4
CCOc1ccc(C(=O)NCC2CCCN2S(=O)(=O)c2cccs2)cc1 (configuration not stated)	-11	-10	1.1	-5	2	2	-17	1	-6
Cc1ccc([N+](=O)[O-])cc1S(=O)(=O)N(C(=O)c1ccncc1)c1ccc2oc3c(c2c1)CCCC3	-10	-10	-0.4	-4	7	-5	4	15	-3
CCOC(=O)/C=c1\s/c(=C\c2c(OC)ccc3ccccc23)c(=O)n1CC(=O)NCC1CCCO1 (configuration not stated)	8	-16	2.0	-13	2	-3	-8	17	11
O=C(NC1CCCC1)C(c1ccccn1)N(C(=O)c1csnn1)c1ccccc1 (configuration not stated)	-1	-18	0.1	-15	-6	-16	3	1	-3
COC(=O)c1ccc(Nc2c([N+](=O)[O-])ccc3nonc23)cc1	-2	-7	0.2	-8	3	0	-4	0	-2
COc1ccc(C)cc1-n1nnnc1SCn1nnc2ccccc2c1=O	2	5	2.7	9	2	-18	-4	3	0
O=C(NNc1cccc(Cl)n1)C1CC1	0	-2	-0.1	-10	15	-2	-11	17	-2
O=C(O)COc1ccc(Br)cc1CP(=O)(c1ccccc1)c1ccccc1	8	-4	0.5	-1	10	-3	-14	-1	-2
C=CCn1c(SCC(=O)N2CCOCC2)nnc1C(C)NC(=O)c1ccccc1 (configuration not stated)	-9	-3	0.5	-8	14	-11	-16	2	-2
Cc1ccc(N=Cc2ccc(N(C)C)cc2)cc1	-5	-7	0.1	-7	4	-6	-8	4	-3
Cc1ccc(N(CC(=O)NC(C)(C)C)C(=O)CS(=O)CC(=O)Nc2ccc(F)cc2)cc1 (configuration not stated)	2	-10	0.3	-8	-3	-12	-14	7	-4
Next section:
SMILES	TAAR1 antagonist	CHO parental Ca	CHO-K1 Ca ag	CHO-K1 Ca antag	M1 PAM parental	OXTR potentiate	CHRM1 antagonist	TAAR1 agonist	CHRM1 agonist
COc1ccc(-n2c(CN3CCN(c4ccccc4)CC3)nc3ccc([N+](=O)[O-])cc3c2=O)c(OC)c1	-15	-12	0.0	-10	-10	-1	-11	-2	-7
COc1ccc(C(NC(C)=O)c2c(O)ccc3ccccc23)cc1OC (configuration not stated)	-13	-11	1.1	12	22	0	0	5	-1
CCCC(C(=O)NC1CCCC1)N(CCCN1CCOCC1)C(=O)c1snc(C(N)=O)c1N (configuration not stated)	-1	-18	-0.1	1	-8	-4	-1	8	-5
CC(C)C(C(=O)NC1=NCCS1)c1ccc(Cl)cc1 (configuration not stated)	5	-11	3.5	-22	-5	-8	-1	17	0
COC(=O)c1cccc(NC(=O)C2COc3ccccc3O2)c1 (configuration not stated)	3	-31	0.9	-1	7	1	-19	7	-2

Single records (already shown).
Record of `CC(C)C(C(=O)NC1=NCCS1)c1ccc(Cl)cc1` (configuration not stated) : TAAR1 antagonist: 5; CHO parental Ca: -11; CHO-K1 Ca ag: 3.5; CHO-K1 Ca antag: -22; M1 PAM parental: -5; OXTR potentiate: -8; CHRM1 antagonist: -1; TAAR1 agonist: 17; CHRM1 agonist: 0
Record of `COc1ccc(C(NC(C)=O)c2c(O)ccc3ccccc23)cc1OC` (configuration not stated) : TAAR1 antagonist: -13; CHO parental Ca: -11; CHO-K1 Ca ag: 1.1; CHO-K1 Ca antag: 12; M1 PAM parental: 22; OXTR potentiate: 0; CHRM1 antagonist: 0; TAAR1 agonist: 5; CHRM1 agonist: -1
